Compound activity: PubChem BioAssay, several laboratories
STAT1 inh: reduces IFN-gamma driven STAT1 reporter signal | AID 920 | NIH 3T3 STAT1-luciferase reporter, luminescence | inhibition, % at 5.5 µM | actives 0.35% (n = 200,000);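 active = inhibition above a set limit, the mean inhibition across all tested compounds plus 3 SD, cut at about 34% in these data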;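 also: 0% = IFN-gamma with DMSO and 100% = IFN-gamma with 300 µM nifuroxazide; values of inactives mirror those of a sister screen read the other way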
APP 5'UTR act: activates APP 5'UTR luciferase reporter | SH-SY5Y APP 5'UTR luciferase reporter, luminescence; zero percent = DMSO vehicle wells | activation, % at 2 µM | actives 1% (n = 190,000);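 active = activation above a set limit, based on mean plus 3 SD of controls, cut at about 140% in these data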; also: values of inactives mirror those of a sister screen read the other way
STAT3 act: increases IL-6 driven STAT3 reporter signal. activation (% of control), % at 5.6 µM. AID 871. U3A cells, IL-6 STAT3-luciferase reporter, luminescence; 100% = signal with IL-6 EC80 alone. actives 0.91% (n = 190,000);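 active = activation above the screen-wide mean of compound activation plus 3 SD, cut at about 130% in these data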;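 also: 0% = background luminescence of wells with medium and substrate only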
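Detection: reporter luminescence signal / Assay system: STAT1-lacking human U3A cells, STAT3 luciferase reporter / Incubation: compound pre-incubation 1 h before IL-6, then 6 h stimulation at 37 °C / Control set: IL-6-only high control / Read-out: % activation relative to IL-6 control / Probe or stimulus: Interleukin-6, 33 ng/mL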
FLuc stim CS: firefly luciferase counter-screen for stimulation assays; P08659; ATPlite luciferase biochemical, luminescence, 10 min; 0 = ATP-free wells, 1 = DMSO control; activation factor at 10 µM; 200,000 tested, under 10 active;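 active = luciferase activation factor, scaled between plate controls, of at least 2 with compound at 10 µM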
Target sequence (P08659 whole entry, looked up): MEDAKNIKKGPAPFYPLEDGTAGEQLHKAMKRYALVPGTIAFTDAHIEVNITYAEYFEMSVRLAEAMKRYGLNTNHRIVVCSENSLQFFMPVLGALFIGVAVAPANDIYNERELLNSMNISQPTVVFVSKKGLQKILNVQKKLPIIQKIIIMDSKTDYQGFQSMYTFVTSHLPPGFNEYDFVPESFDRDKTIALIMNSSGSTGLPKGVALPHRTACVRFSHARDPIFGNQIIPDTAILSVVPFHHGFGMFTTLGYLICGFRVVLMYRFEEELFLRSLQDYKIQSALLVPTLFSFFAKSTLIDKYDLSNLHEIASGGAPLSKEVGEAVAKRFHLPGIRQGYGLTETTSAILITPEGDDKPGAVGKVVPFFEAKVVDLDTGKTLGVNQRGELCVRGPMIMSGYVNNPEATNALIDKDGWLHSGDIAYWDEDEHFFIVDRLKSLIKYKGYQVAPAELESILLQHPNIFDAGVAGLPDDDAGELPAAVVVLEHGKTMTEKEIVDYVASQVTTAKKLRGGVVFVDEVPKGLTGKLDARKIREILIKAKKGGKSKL
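Material: Luciferase/luciferin reagent mix; Doses: test compounds dosed from 2 mM stocks in 100% DMSO; Schedule: 10 min incubation after luciferase reagent addition, room temperature; Measured by: luminescence from luciferase reaction; Read-out: luminescence gain marking luciferase activators.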
APP 5UTR inh: APP translation inhibition. actives 0.82% (n = 190,000). inhibition, % at 2 µM. SH-SY5Y APP 5'UTR-luciferase reporter, luminescence. AID 1285;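 active = inhibition above a set limit, derived from the sample mean plus 3 SD, cut at about 45% in these data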; also: values of inactives mirror those of a sister screen read the other way
NF-kB neuron act: compounds increasing NF-kB expression in human neuronal cells | actives 1.6% (n = 190,000) | NF-kB reporter expression; stronger effect = higher value | fold change at 12.5 µM; in the data active = fold change above about 3.3
STAT1 activator: increases IFN-gamma driven STAT1 reporter signal. NIH 3T3 STAT1-luciferase reporter, luminescence; 100% = IFN-gamma alone, no compound. activation (% of control), % at 5.5 µM. actives 2.6% (n = 200,000);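 active = activation above the screen-wide mean activation plus 3 SD, cut at about 130% in these data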;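 also: raw ratio to IFN-gamma control signal so 100% means no change and 0% no light; values of inactives mirror those of a sister screen read the other way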
FLuc inh counter: Photinus pyralis luciferase inhibition counter-screen. ATPLite firefly luciferase biochemical luminescence, 10 min. AID 1006. actives 1.5% (n = 200,000). inhibition, % at 10 µM;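 active = inhibition above about 50% when tested at 10 µM, limit read from the data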
ROMK primary: modulators of human ROMK potassium channel; actives 2% (n = 130,000); Tet-inducible ROMK, thallium flux fluorescence; actives lie on both sides; AID 1918; P48048; B-score at 10 µM;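 active = signal ratio slope over the read window, or its plate-corrected B-score, at least 3 SD from the plate mean, either direction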;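 also: B-score of the F/F0 ratio slope over 7 to 12 s after thallium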
Target sequence (P48048 whole entry, looked up): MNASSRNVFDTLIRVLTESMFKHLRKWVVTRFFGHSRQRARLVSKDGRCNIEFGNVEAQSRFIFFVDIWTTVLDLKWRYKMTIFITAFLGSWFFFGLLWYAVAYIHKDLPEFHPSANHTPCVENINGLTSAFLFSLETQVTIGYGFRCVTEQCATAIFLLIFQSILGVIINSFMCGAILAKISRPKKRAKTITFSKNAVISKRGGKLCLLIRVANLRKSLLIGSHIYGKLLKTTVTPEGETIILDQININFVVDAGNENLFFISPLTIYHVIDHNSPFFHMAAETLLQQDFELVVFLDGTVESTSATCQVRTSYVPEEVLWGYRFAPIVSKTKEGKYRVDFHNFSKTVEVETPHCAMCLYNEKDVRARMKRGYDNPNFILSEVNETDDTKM
STAT3 inh: STAT3 signaling inhibition. U3A cells, IL-6 STAT3-luciferase reporter, luminescence; host cell line lacks STAT1. actives 0.89% (n = 190,000). inhibition, % at 5.5 µM;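 active = inhibition above the mean inhibition across all screened compounds plus 3 SD, cut at about 44% in these data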;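 also: 0% = DMSO only wells and 100% = 100 µM nifuroxazide control wells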
Numbers without * were called inactive; / = no result given.

SMILES	STAT1 inh	APP 5'UTR act	STAT3 act	FLuc stim CS	APP 5UTR inh	NF-kB neuron act	STAT1 activator	FLuc inh counter	ROMK primary	STAT3 inh
O=C(Nc1nncs1)C1COc2ccccc2O1 (stereo unspecified)	-9	13	111	1	-13	1.5	108	-1	0.078	-9
CC(=O)Nc1ccc(C2Nc3ccccc3C(=O)N2C2CCCCC2)cc1 (stereo unspecified)	-5	6	104	1.1	-6	3.4*	104	-5	/	0
COc1cc(/C=C/C(C)=O)cc(OC)c1OC	-4	3	101	1	-3	1.9	104	-4	-0.029	-1
O=C(Cn1ccsc1=NC(=O)C(F)(F)F)c1ccccc1	-10	47	107	1	-47	2	109	-5	/	-2
CCOC(=O)c1ccccc1Nc1cc(C)nc2nc(C)nn12	7	-6	107	1	6	2	91	-1	/	-10
Cc1nc(-c2ccc(S(=O)(=O)N3CCCCCC3)cc2)cs1	-3	11	103	0.9	-11	1.5	103	8	/	3
Cc1ccc2oc(=O)cc(CN3CCC(C)CC3)c2c1	1	10	100	1	-10	1.3	99	-4	/	4
N#CCC(=O)N/N=C/c1ccc(Sc2nc3ccccc3s2)o1	4	11	124	1	-10	1.2	96	-2	/	-30
c1ccc(-c2ccccc2-c2nc(-c3cccnc3)no2)cc1	0	-12	97	1.1	12	0.86	100	-8	/	5
CC(Oc1ccc(Cl)cc1)C(=O)Nc1sccc1C(N)=O (stereo unspecified)	11	20	85	1.1	-20	0.93	88	-6	-0.0051	24
O=C(COC(=O)CNC(=O)C1CCCCC1)Nc1ccc(Cl)cc1F	3	-6	106	1.1	6	1.2	97	-7	-1	-3
CN1CCN(C(=O)C(N)Cc2ccccc2)CC1 (stereo unspecified)	-8	-5	108	1.1	5	1.3	106	-8	-0.56	-8

Molecules shown so far that have two or more sulfur atoms, in the order listed:
SMILES	STAT1 inh	APP 5'UTR act	STAT3 act	FLuc stim CS	APP 5UTR inh	NF-kB neuron act	STAT1 activator	FLuc inh counter	ROMK primary	STAT3 inh
Cc1nc(-c2ccc(S(=O)(=O)N3CCCCCC3)cc2)cs1	-3	11	103	0.9	-11	1.5	103	8	/	3
N#CCC(=O)N/N=C/c1ccc(Sc2nc3ccccc3s2)o1	4	11	124	1	-10	1.2	96	-2	/	-30

Further compounds.
SMILES	STAT1 inh	APP 5'UTR act	STAT3 act	FLuc stim CS	APP 5UTR inh	NF-kB neuron act	STAT1 activator	FLuc inh counter	ROMK primary	STAT3 inh
Cc1c(CCO)c(=O)[nH]n1C(=O)c1c(F)cccc1F	-4	-14	134*	1	14	1.5	103	-1	/	-29
O=C(c1cnn2c(C(F)F)cc(-c3ccccc3)nc12)N1CCSCC1	17	-21	100	1	21	1	84	-1	/	3
CCOC(=O)c1ccc(S(=O)(=O)NNC(=O)COc2ccccc2C)cc1	0	2	105	1	-2	1	100	0	-0.43	-3
CC1CCCC2(C1)NC(=S)N(c1ccccc1)N2 (stereo unspecified)	-1	3	105	1	-3	1.7	101	0	/	-1
O=C(NC1CCCC1)c1cnn2c(C(F)(F)F)cc(-c3ccco3)nc12	2	7	95	1	-6	0.86	98	-4	-0.83	15
Fc1ccc(-c2csc(NC3=NCCC3)n2)cc1	-18	0	91	1	0	1.2	113	-1	-1.7	15
COc1ccc(-c2noc(C3CCCN(C(=O)c4cccs4)C3)n2)cc1 (stereo unspecified)	-1	11	94	1	-11	1	101	-1	/	11
Cc1ccc(-n2c(SCC(=O)NCCN3C(=O)CSC3=O)nnc2-c2ccccc2)cc1	-4	-1	98	1	1	1.1	104	-3	/	3
O=C(NC1CC1)c1cc(F)c(F)cc1Cl	-9	/	109	1	/	0.89	108	0	-0.87	-3
Cc1ccc(NC(=O)c2ccc(NCCc3ccccc3)c([N+](=O)[O-])c2)cc1F	10	8	97	1	-8	1.3	91	0	1.8	4
CCOC(=O)C1CCCN(C(=O)c2cncc(Br)c2)C1 (stereo unspecified)	-3	3	99	1.1	-3	1	103	-9	-0.038	1
COc1cc(C(=O)N(Cc2ccccn2)CC2CCCO2)cc(OC)c1OC (stereo unspecified)	-16	16	102	1.1	-16	1	114	-6	/	3

Structural class, the entries above containing a thiophene ring, fused or not (2)
SMILES	STAT1 inh	APP 5'UTR act	STAT3 act	FLuc stim CS	APP 5UTR inh	NF-kB neuron act	STAT1 activator	FLuc inh counter	ROMK primary	STAT3 inh
CC(Oc1ccc(Cl)cc1)C(=O)Nc1sccc1C(N)=O (stereo unspecified)	11	20	85	1.1	-20	0.93	88	-6	-0.0051	24
COc1ccc(-c2noc(C3CCCN(C(=O)c4cccs4)C3)n2)cc1 (stereo unspecified)	-1	11	94	1	-11	1	101	-1	/	11

(cont.)
SMILES	STAT1 inh	APP 5'UTR act	STAT3 act	FLuc stim CS	APP 5UTR inh	NF-kB neuron act	STAT1 activator	FLuc inh counter	ROMK primary	STAT3 inh
O=C(CN1CCN(C(=O)c2ccco2)CC1)Nc1cccc([N+](=O)[O-])c1	-1	-2	100	1	2	1.1	101	-2	-0.28	6
Cc1cc(=O)oc(C)c1C(=O)N1CCN(c2ccc(F)cc2)CC1	1	-2	97	1.1	2	0.93	99	-6	0.13	4
N/C(=N\OC(=O)c1cccnc1)c1ccccc1Cl	-36	12	90	0.6	-12	1.6	131*	40	-0.4	19
O=C(C1CCN(S(=O)(=O)c2cccnc2)CC1)N1CCN(c2cccc(Cl)c2)CC1	11	7	88	1	-7	0.58	90	-4	/	22
CCN(CC)c1cc(C)c2cc(NC(=O)CNC(C)=O)ccc2n1	2	13	94	1.1	-13	1	98	-6	0.026	10
CSCC(=O)N1CCCC(CO)(Cc2ccccc2C)C1 (stereo unspecified)	-1	-29	103	1	29	1.2	100	0	-0.55	2
O=C(CNC1=NCCC1)c1ccc(Cl)cc1	4	13	95	1	-13	1.5	97	1	/	8
Cc1ccc(C(=O)Nc2ccc(Br)c(C(F)(F)F)c2)cc1	-47	108	98	1	-108	3.2	143*	0	/	3
Cc1oc(-c2cccc(Cl)c2)nc1CN1CCCC(C(=O)NCc2ccco2)C1 (stereo unspecified)	8	3	105	1.1	-3	0.94	92	-9	-1.5	-3
CCOc1ccc(C(=O)NCc2ccncc2)cc1	1	4	102	1	-4	1.4	99	-3	0.035	1
Cc1ccsc1C(=O)N1CCC(N2CCC(C(=O)NCC3CCCO3)CC2)CC1 (stereo unspecified)	0	7	111	1	-7	1.2	98	-3	-0.46	-7
CCN(CC)S(=O)(=O)c1ccc(N2CCCC2)c(NC(=O)Cc2ccc(OC)cc2)c1	5	2	105	1	-2	0.95	96	0	-0.55	-6
CC1=CCC2C(=O)N(Cc3ccccc3)C(=O)C2C1 (stereo unspecified)	1	2	97	1	-2	0.86	99	-1	0.72	9
COc1cc(C(=O)Nc2ccc3c(c2)OCO3)ccc1OCc1c(C)noc1C	9	10	98	1	-10	1.2	92	3	0.006	3
COc1cc(CNc2nc(C)c([N+](=O)[O-])c(C)c2C#N)cc(OC)c1	11	-9	106	1.1	9	1.2	90	-7	/	-2
O=c1c2ccccc2[nH]c(=S)n1CCCN1CCN(C2CCCCC2)CC1	-5	12	104	1	-12	0.86	105	0	-0.45	-3
CCC(C)NC(=O)CC1Oc2ccc(C)cc2NC1=O (stereo unspecified)	-4	-4	101	1.1	4	1.2	104	-9	/	-1
CC1=CC(C)(C)N(C(=O)c2ccc(F)cc2)c2cc3c(cc21)OCO3	3	8	106	1	-8	1.1	97	1	0.45	-4
CCN=C1SCC(=O)N1c1ccc(OC)cc1	7	-11	102	1.1	11	1.1	94	-6	/	-1
Cc1ccc(NC(=O)/C(=C\c2cccs2)NC(=O)c2ccccc2)cc1	-5	8	110	1	-8	1	104	-2	1.5	-15
CC(C)(C)n1ncc2c(=O)n(CC(=O)c3ccccc3)cnc21	-55	56	116	0.9	-56	2.1	150*	12	/	-18
Cn1c(=O)c2cc(S(=O)(=O)NC(Cc3ccccc3)C(=O)NCC3CCCO3)ccc2n(C)c1=O (stereo unspecified)	-3	27	105	1	-26	1.1	103	-2	0.0038	-2
Cc1ccc(C(=O)NCC(=O)OCC(=O)c2ccc3c(c2)NC(=O)CO3)cc1	-11	9	108	1.1	-9	2	109	-5	0.2	-8
O=C(Nc1ccc2c(c1)OCO2)C1COc2ccccc2O1 (stereo unspecified)	-15	76	97	1	-76	2	114	5	/	6
CCOc1ccccc1NC(=O)c1ccc([N+](=O)[O-])cc1	-6	6	93	1	-6	1.2	104	-2	0.84	10
COC(=O)c1cc(C(=O)Nc2nnc(C3CC3)s2)cc([N+](=O)[O-])c1	-1	-11	100	1	11	1.2	101	-2	0.13	-1
CC(=O)Oc1ccc(Cn2cnc3cc4ccccc4cc32)cc1	3	8	105	1	-8	1.1	103	0	-2.2	-4
Cc1ccc2c(=O)c(C(=O)NCc3cccs3)c[nH]c2c1	-16	/	96	0.9	-38	1.9	114	6	0.0066	8
N#Cc1c(-c2ccccc2Cl)cc(C2CC2)nc1N	-3	10	114	1.1	-10	1.6	102	-9	-1.5	-13
COc1ccc(NC(=O)C2CCCCN2N)cc1OCC(C)C (stereo unspecified)	-5	/	104	1.1	/	1.1	100	-9	-0.0095	-5
CCOC(=O)C(Cc1ccc(OC)c([N+](=O)[O-])c1)NC(=O)CCC(=O)Nc1ccc(OC)cc1 (stereo unspecified)	2	11	102	1.1	-10	1.1	99	-8	0.0099	0
CCOc1ccc(NC(=O)CSc2nc3c([nH]c4ccccc43)c(=O)n2C)cc1	14	-5	134*	1	5	1	86	-5	0.023	-29
CCCc1c(C)c(C#N)c2nc3ccccc3n2c1NCCCN1CCOCC1	2	-6	102	1	6	0.97	99	-4	/	-2
c1ccc(N=Nc2cn[nH]c2-c2ccco2)cc1	-11	21	94	1	-20	0.93	109	-3	-1.5	9
CCOCCCNCC(=O)N1CCN(S(=O)(=O)c2ccc(C)cc2)CC1	11	-7	98	1	7	0.84	90	-4	/	5
Cc1[nH]nc2c1C(CCc1ccccc1)C(C#N)=C(N)O2 (stereo unspecified)	/	/	/	1	/	1.2	/	-3	-0.79	/
CC(=O)NC1C(=O)N(CC(C)C)c2ccccc21 (stereo unspecified)	-8	-6	100	1	6	1.3	107	-1	/	1
CCC(=O)NC(=S)Nc1ccc(NC(=O)COc2ccc(Cl)c(C)c2)cc1	-7	-13	94	1.1	13	1	106	-8	0.25	6
Cc1cc(C)n2c3c(c(C#N)c2n1)CCCC3	-2	2	101	1	-2	1.3	102	-2	/	3
OCc1nc2ccccc2n1CCCOc1ccccc1	-8	31	92	0.5	-31	1.6	106	50	0.25	14
O=C(NCc1cccnc1)c1ccc(N2CCOCC2)c([N+](=O)[O-])c1	15	-4	105	1	4	1	84	-3	0.29	4
O=C(Nc1ccccn1)C12CC3CC(C1)CC(C(=O)Nc1ccccn1)(C3)C2	6	20	97	1	-20	1.3	94	-1	0.3	7
CCc1nnc(NC(=O)c2ccc(S(=O)(=O)N3CCOCC3)cc2)s1	-1	-11	102	1.1	11	1	101	-7	/	6
Oc1c(Cl)cc(Cl)cc1CNn1cnnc1	4	-2	94	0.9	2	1.1	95	5	0.78	9
CN(C)c1nc(N)c([N+](=O)[O-])c(NCc2ccccc2)n1	3	-17	94	1	17	1.2	97	-5	-1.4	10
COCCn1c(SCC(=O)Nc2sccc2C(N)=O)nc2cc(Cl)ccc2c1=O	13	-6	86	1	6	0.77	88	-4	/	21
